Tau FP inhib = blocks human tau fibril formation measured by polarization. P10636. K18 P301L tau heparin fibrillization, Alexa594 FP, 6 h. Potency, µM (series often up to 57.7 µM), without a hit: at the top dose activity, negative = inhibition, most hits filed as inhibitors. actives 0.39% (n = 280,000); note: potency is the fitted concentration of half-maximal effect; % is set by controls: 0 for no effect and ±100 for the full control effect; nearly all actives have a fitted effect of over 55% in size
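Recombinant K18 P301L […], labeled with Alexa 594 at 0.24 uM over 15 uM unlabeled; heparin inducer 20 uM final; 37 C, 6 hr; FP endpoint.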
TRb-SRC2 inh = inhibitors of human thyroid hormone receptor beta-SRC2 interaction | Potency, µM (top dose mostly 106 µM), inactives show top-dose activity change, negative = inhibition, actives largely listed as inhibitors | TRbeta-SRC2 peptide binding, fluorescence polarization; receptor liganded with 1 µM T3 | AID 1469 | actives 0.065% (n = 280,000) | P10828;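 note: potency is the fitted concentration of half-maximal effect; plate controls were bound peptide for no effect and peptide without receptor for full effect; nearly all actives have a fitted effect of over 50% in size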
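Quantitative HTS by FP: 0.6 uM TRb LBD, 20 nM labeled SRC2 20-mer, 1 uM T3, 5% DMSO; 5 hr ambient incubation; % activity per concentration and potencies from concentration series.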
CBFb-RUNX1 inh = blocks binding between human CBF-beta and RUNX1. Q01196+Q13951. AlphaScreen CBFb-His/RUNX1-biotin binding, biochemical. Potency, µM (doses to about 59.8 µM), without a hit: at the top dose activity, negative = inhibition, actives largely listed as inhibitors. 230,000 tested, under 10 active. AID 1477; note: % of control where 0% means no effect
Target sequence (Q01196 whole entry, looked up): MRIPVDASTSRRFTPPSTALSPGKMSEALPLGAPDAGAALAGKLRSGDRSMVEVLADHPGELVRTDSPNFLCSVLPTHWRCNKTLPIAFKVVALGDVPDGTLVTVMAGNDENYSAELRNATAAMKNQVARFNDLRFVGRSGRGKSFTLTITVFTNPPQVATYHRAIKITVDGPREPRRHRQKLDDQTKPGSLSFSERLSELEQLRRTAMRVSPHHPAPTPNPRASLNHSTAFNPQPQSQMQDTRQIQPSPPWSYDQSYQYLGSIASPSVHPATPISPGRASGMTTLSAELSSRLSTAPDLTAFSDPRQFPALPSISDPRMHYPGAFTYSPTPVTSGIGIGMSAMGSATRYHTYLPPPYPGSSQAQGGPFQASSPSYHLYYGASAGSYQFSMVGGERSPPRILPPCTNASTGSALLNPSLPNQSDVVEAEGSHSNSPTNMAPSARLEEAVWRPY
Target sequence (Q13951 whole entry, looked up): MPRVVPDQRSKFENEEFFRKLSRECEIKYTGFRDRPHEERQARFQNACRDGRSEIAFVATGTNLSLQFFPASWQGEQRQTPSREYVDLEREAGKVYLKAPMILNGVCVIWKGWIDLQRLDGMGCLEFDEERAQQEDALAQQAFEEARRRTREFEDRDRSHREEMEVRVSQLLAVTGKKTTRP
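AlphaScreen proximity signal reports loss of binding between His-tagged CBF-beta and biotin-labelled RUNX1, each at 30 nM. Proteins are pre-associated for 20 minutes, compounds added for 15 minutes, then beads for 90 minutes, all at ambient temperature.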
Tau fluor counter = counter-screen for tau fibril formation inhibitors; actives 0.93% (n = 280,000); tau K18 P301L Alexa594 fluorescence, heparin fibrillization; AID 1463; Potency, µM (series often up to 57.7 µM), for inactives: top-dose activity change, negative = decrease; note: potency is the fitted concentration of half-maximal effect; % is set by controls: 0 for no effect and ±100 for the full control effect; nearly all actives have a fitted effect of over 55% in size
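Human tau K18 P301L (15 uM unlabeled, 0.24 uM Alexa 594-labeled) in 100 mM sodium acetate pH 7 with 20 uM heparin, 6 hr at 37 C. ThT 30 uM added, 1 hr ambient; Alexa 594 FP and total fluorescence read at 555/632 nm.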
NPSR antagonist = blocks cAMP signaling of the human neuropeptide S receptor; Q6W5P4; CHO-NPSR cells, cAMP TR-FRET, antagonist mode; Potency, µM (highest dose often 38.3 µM), for the others: top-dose activity change, negative = inhibition, actives largely listed as inhibitors; actives 1% (n = 220,000); note: potency is the fitted concentration of half-maximal effect; % is set by controls: 0 for no effect and ±100 for the full control effect; nearly all actives have a fitted effect of over 50% in size; many of its hits are not listed in these tables
Target sequence (Q6W5P4 whole entry, looked up): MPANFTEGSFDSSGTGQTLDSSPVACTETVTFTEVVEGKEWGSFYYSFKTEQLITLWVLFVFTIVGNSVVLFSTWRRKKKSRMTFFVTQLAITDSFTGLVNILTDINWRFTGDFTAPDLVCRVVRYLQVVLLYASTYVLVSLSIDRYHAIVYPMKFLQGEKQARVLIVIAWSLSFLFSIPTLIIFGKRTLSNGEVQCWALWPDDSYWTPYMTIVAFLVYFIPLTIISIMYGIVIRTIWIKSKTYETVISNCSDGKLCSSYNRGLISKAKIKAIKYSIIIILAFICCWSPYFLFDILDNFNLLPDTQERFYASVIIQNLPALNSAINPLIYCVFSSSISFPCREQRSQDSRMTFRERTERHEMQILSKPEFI
TR SRC2 fluor cs = counter-screen for TRb-SRC2 inhibitors: fluorescence interference | TRb/SRC2 Texas Red total fluorescence interference | actives 0.29% (n = 280,000) | Potency, µM (doses to about 106 µM), for the others: top-dose fluorescence change, negative = quenching; active = well fitted curve in either direction with a large enough effect; inconclusive = small, poorly fitted or top-dose-only effect; note: potency is the fitted concentration of half-maximal effect; % is set by controls: 0 for no effect and ±100 for the full control effect
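Human TRβ ligand-binding domain (0.6 uM) and Texas Red SRC2 peptide (20 nM) in Tris buffer with 1 uM T3 and 5% DMSO were incubated with pinned compound for 5 hr at ambient temperature. Total fluorescence was computed as S + 2P (555/632 nm).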
aGal spleen mod = inhibits or activates alpha-galactosidase in human spleen homogenate; human spleen homogenate, 4MU-alpha-Gal fluorescence, 40 min; Potency, µM (doses to about 80 µM), without a hit: at the top dose activity change, negative = inhibition, actives largely listed as inhibitors; actives 0.008% (n = 240,000);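 note: potency is the fitted concentration of half-maximal effect; 0% = enzyme with vehicle and -100% = no enzyme basal signal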
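Inhibition or activation of alpha-galactosidase in human spleen homogenate is scored by 4-MU fluorescence after 40 min at 37C, pH 5.0, with 1 mM substrate. AC50s come from concentration-response fitted to the Hill equation.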
Epigenetic derep = regulators of epigenetic silencing causing reporter derepression in mouse cells | actives 0.2% (n = 280,000) | murine LDR cells, GFP reporter derepression, 30 h | Potency, µM (doses to about 53.9 µM), for the others: top-dose GFP activation, usual class: activators; note: potency is the fitted concentration of half-maximal effect; % of control where 0% means no effect; nearly all actives have a fitted effect of over 60% in size
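In this reporter-derepression format, murine cells bearing a silenced integrated CMV-GFP locus incubate with test compound (30 h, 37 C), then are washed and imaged; fluorescent objects of 20–120 um count as induced cells.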
Numbers without * were called inactive; ? = inconclusive; / = not tested or not shown; [ ] = remark or other dose. Unless noted, calls come from the whole dose curve; as a rule, active = well fitted curve in the direction sought with a large enough effect; inconclusive = small, poorly fitted or top-dose-only effect, or another doubt; inactive = no such curve, though single readings can be large; an effect the other way counts as inactive or inconclusive.

Results follow in this order: Tau FP inhib | TRb-SRC2 inh | CBFb-RUNX1 inh | Tau fluor counter | NPSR antagonist | TR SRC2 fluor cs | aGal spleen mod | Epigenetic derep
#1 C/C(=N\NC(=O)CCc1ccccc1)c1ccc(Br)cc1
 : -9% | 1% | 8% | -16% | -13% | 0% | -4% | 0.0%
#2 Cc1nc2n(n1)CC(O)CS2 (stereo not given)
 : -2% | -2% | 3% | 1% | -4%[46.1 µM] | 5% | 0% | -0.2%
#3 Cc1ncsc1CCC(=O)N1CCCC(C(=O)c2cccc(Cl)c2)C1 (stereo not given)
 : -7% | 0%[53 µM] | 2% | -3% | 1% | -1%[53 µM] | 1% | -0.3%
#4 CSc1ccc(C2CC(=O)Nc3c2c(=O)n(C)c(=O)n3C)cc1 (stereo not given)
 : -1% | -6% | 6% | -8% | 10% | 1% | 1% | -0.7%
#5 COc1ccc(-c2nsc(SCC(=O)NCC3CCCO3)n2)cc1 (stereo not given)
 : -1% | 1% | 10% | -14% | -11% | -2% | -1% | 1.6%
#6 CSc1ccccc1NC(=O)CN(c1cccc(C)c1)S(C)(=O)=O
 : -7% | -2% | 3% | -12% | ? | -1% | -1% | -1.6%
#7 Cc1cc(C(=O)O)c(CSc2ncn[nH]2)o1
 : 2% | 7% | 1% | 0% | -6%[46.1 µM] | -2% | 5% | 1.0%
#8 Cc1nc(CCNC(=O)COc2ccccc2)cs1
 : -2% | -2% | 9% | 0% | 5%[46.1 µM] | -6% | -3% | 0.0%
#9 COc1ccc(CC(=O)Nc2ccc(NC(=O)c3ccccc3F)cc2)cc1
 : -7% | 2% | 9% | -6% | ? | -1% | 8% | -1.4%
#10 O=[N+]([O-])c1cc(/C=N/OCc2c(Cl)cccc2Cl)ccc1N1CCOCC1
 : ? | 0% | ? | ? | -2%[46.1 µM] | -1% | 1% | -0.9%
#11 O=C(Nc1ccc(O)c(-c2nc3ccccc3o2)c1)C1(c2ccc(Br)cc2)CCCC1
 : 5% | 1% | 2% | -29% | -18%[46.1 µM] | 2% | 1% | 0.0%
#12 COc1ccc(N2CCN(C(CNC(=O)c3ccc(OC)c(OC)c3)c3cccnc3)CC2)cc1 (stereo not given)
 : 2% | -4% | / | -6% | / | -8% | / | 2.8%
#13 Cc1ccc(CSc2nnc(C)c(=O)n2N)cc1
 : 0% | 0% | 2% | 1% | 19% | 7% | -1% | -1.1%
#14 c1ccc2c(c1)OCC(c1nnc3n1-c1ccccc1SC3)O2 (stereo not given)
 : 0% | 0% | -1% | 0% | -14%[46.1 µM] | 0% | 6% | -2.0%
#15 CC12CCC(C(=O)NCc3ccc(Cl)cc3)(OC1=O)C2(C)C (stereo not given)
 : 8% | -1% | -2% | -5% | -7%[46.1 µM] | 3% | 5% | 2.1%

Laid out differently: results already given
| No. | SMILES | Tau FP inhib | TRb-SRC2 inh | CBFb-RUNX1 inh | Tau fluor counter | NPSR antagonist | TR SRC2 fluor cs | aGal spleen mod | Epigenetic derep |
| --- | --- | --- | --- | --- | --- | --- | --- | --- | --- |
| 8 | Cc1nc(CCNC(=O)COc2ccccc2)cs1 | -2% | -2% | 9% | 0% | 5%[46.1 µM] | -6% | -3% | 0.0% |
| 9 | COc1ccc(CC(=O)Nc2ccc(NC(=O)c3ccccc3F)cc2)cc1 | -7% | 2% | 9% | -6% | ? | -1% | 8% | -1.4% |
| 10 | O=[N+]([O-])c1cc(/C=N/OCc2c(Cl)cccc2Cl)ccc1N1CCOCC1 | ? | 0% | ? | ? | -2%[46.1 µM] | -1% | 1% | -0.9% |
| 11 | O=C(Nc1ccc(O)c(-c2nc3ccccc3o2)c1)C1(c2ccc(Br)cc2)CCCC1 | 5% | 1% | 2% | -29% | -18%[46.1 µM] | 2% | 1% | 0.0% |
| 12 | COc1ccc(N2CCN(C(CNC(=O)c3ccc(OC)c(OC)c3)c3cccnc3)CC2)cc1 (stereo not given) | 2% | -4% | / | -6% | / | -8% | / | 2.8% |
| 13 | Cc1ccc(CSc2nnc(C)c(=O)n2N)cc1 | 0% | 0% | 2% | 1% | 19% | 7% | -1% | -1.1% |
| 14 | c1ccc2c(c1)OCC(c1nnc3n1-c1ccccc1SC3)O2 (stereo not given) | 0% | 0% | -1% | 0% | -14%[46.1 µM] | 0% | 6% | -2.0% |
| 15 | CC12CCC(C(=O)NCc3ccc(Cl)cc3)(OC1=O)C2(C)C (stereo not given) | 8% | -1% | -2% | -5% | -7%[46.1 µM] | 3% | 5% | 2.1% |

Next section
Results follow in this order: Tau FP inhib | TRb-SRC2 inh | CBFb-RUNX1 inh | Tau fluor counter | NPSR antagonist | TR SRC2 fluor cs | aGal spleen mod | Epigenetic derep
#16 Cc1sc2nc(C)n(/N=C/N(C)C)c(=O)c2c1C
 : 0% | 4% | 3% | 19% | 5% | -3% | -12% | -0.9%
#17 COc1ccc(NC(=O)NCCc2c(C)nn(C)c2C)c(OC)c1
 : 0% | -9% | / | 6% | / | -1% | / | -1.7%
#18 COc1ccc(S(=O)(=O)N2CC(O)CC2C(=O)OCc2nc3sc(C)c(C)c3c(=O)[nH]2)cc1 (stereo not given)
 : -5% | -3% | -7% | -11% | 15% | 1% | 0% | -0.8%
#19 Cc1ccc(C(=O)c2cn(Cc3ccccc3)c3c(F)cc(F)cc3c2=O)cc1
 : 1% | 6% | / | -25% | / | -22% | / | 6.2%
#20 CC(C)CCNC(=O)c1ccc2nc[nH]c2c1
 : 6% | -5% | 2% | -3% | -10%[46.1 µM] | 0% | -3% | 1.6%
#21 CC(=O)Nc1sc2c(c1C(N)=O)CCCC2
 : -1% | 1% | 2% | -5% | -10%[46.1 µM] | 1% | -4% | 0.0%
#22 C=CCn1c(N)cc(=O)nc1SCC(=O)N(c1ccccc1)c1ccccc1
 : 0% | -5% | 9% | 4% | 9% | -7% | 3% | 1.2%
#23 CCOC(=O)c1c(N2C(=O)C3C4C=CC(O4)C3C2=O)sc2c1CCCC2 (stereo not given)
 : 0% | -2% | -1% | 4% | -18%[46.1 µM] | 2% | -5% | 16%
#24 O=C(CSCc1c(Cl)cccc1Cl)Nc1ccc2c(c1)OCO2
 : -4% | -6% | -5% | ? | -19%[46.1 µM] | 1% | -5% | 1.4%
#25 O=C(O)C1CC(=O)N(Cc2cccnc2)C1 (stereo not given)
 : -8% | -2% | 7% | -11% | -2%[46.1 µM] | 0% | 11% | 3.5%
#26 COc1ccc(C(=O)NCc2ccc3c(c2)cc(C)n3C)cc1
 : -4% | -20% | ? | -11% | -1% | 21% | -3% | -1.2%
#27 Cc1cccc(N2CCN(C(=O)CN3C(=O)COc4ccc(S(=O)(=O)N5CCCC5)cc43)CC2C)c1 (stereo not given)
 : -7% | 0% | / | -13% | / | -1% | / | -1.3%
#28 CCc1nnc(SCC(=O)Nc2ccccc2)nc1CC
 : ? | 1% | -1% | -8% | -19%[46.1 µM] | 0% | -4% | -0.9%
#29 COc1cc(NS(=O)(=O)c2cc(Br)cc3c2N(C(C)=O)C(C)C3)cc(OC)c1 (stereo not given)
 : -7% | -2% | / | -3% | / | -27% | / | 0.8%
#30 COc1ccccc1-c1cc(C(F)(F)F)nc(S(=O)(=O)CCCC(=O)Nc2cc(C)on2)n1
 : 14% | -3% | 2% | 1% | ? | 0% | 9% | 0.0%
#31 CC1=NNC(=O)C1CC(=O)N/N=C/C(Br)=C/c1ccccc1 (stereo not given)
 : 7%[0.0958 µM] | 5% | -1% | 15%[0.0958 µM] | 9% | 0% | 14% | 2.4%
#32 CC(C)[C@H](NC(=O)c1ccco1)C(=O)OCC(=O)Nc1ccc(Cl)c(S(=O)(=O)N(C)C)c1
 : -4% | 2% | 2% | -12% | 0% | -2% | -4% | -1.6%
#33 COCC(=O)N1CCCC(C(=O)c2ccc3c4c(cccc24)CC3)C1 (stereo not given)
 : 11% | 2% | -7% | -6% | 17% | -3% | 7% | -1.1%
#34 CCn1c(=N)c(S(=O)(=O)c2ccc(F)cc2)cc2c(=O)n3ccccc3nc21
 : -7% | 3% | 4% | -13% | -2%[46.1 µM] | -3% | 1% | -0.1%
#35 CN1CCN(C(=O)c2cnn3c2NC(c2ccccc2)CC3C(F)(F)F)CC1 (stereo not given)
 : 3% | 3% | 4% | -3% | 3% | -1% | -10% | 3.2%
#36 Cc1noc(Cn2c(=O)c3ccccc3n(CC(=O)Nc3ccc(C(C)C)cc3)c2=O)n1
 : -10% | -6% | / | ? | / | -3% | / | 2.5%
#37 O=C(COc1ncnc2c(Cl)cc(Cl)cc12)N1CCCCC1
 : -3% | -3% | 10% | -7% | -4%[46.1 µM] | -3% | -1% | 1.1%
#38 O=C(CN1C(=O)NC2(CCCCCC2)C1=O)N1CCC(Cc2ccccc2)CC1
 : -4% | -4% | 1% | -5% | -12%[46.1 µM] | 1% | -3% | -1.0%
#39 Cn1c(=O)c2c(nc(SCC(=O)N3CCc4ccccc43)n2Cc2ccccc2)n(C)c1=O
 : -2% | -7% | -1% | -2% | -1%[46.1 µM] | 0% | 13% | -1.0%
#40 COc1ccc(C(=O)CCC(=O)N2CCN(c3ccc(N4CCOCC4)nn3)CC2)cc1
 : -9% | 12% | 0% | -13% | -6%[46.1 µM] | -1% | 2% | -6.3%
#41 Clc1ccc(-n2cnnn2)cc1
 : -5% | 2% | 13% | -2% | 4%[46.1 µM] | 0% | 3% | 0.0%
#42 COc1ccc(C2=Nc3nc(-c4ccccc4)cn3C(c3ccc(OC)cc3)C2)cc1 (stereo not given)
 : -2% | 2% | 2% | -18% | -15% | -2% | 15% | -1.0%
#43 NC(=S)N/N=C1\CC(c2ccc3c(c2)OCCO3)Oc2ccc(F)cc21 (stereo not given)
 : -12% | -4% | -7% | -14% | 4%[7.67 µM] | -5% | 2% | 6.6%
#44 Cc1cccc(N2CCN(S(=O)(=O)c3ccc4c(c3)CCCN4C(=O)C3CCC3)CC2)c1C
 : 0% | 1% | / | -10% | / | 1% | / | 1.4%
#45 Cc1nnsc1C(=O)Nc1cccc(Cl)c1C
 : -5% | 3% | 12% | -6% | 22% | -2% | -6% | -1.5%
#46 CCC1CN(C(=O)N2CCC(C(=O)NCCc3ccc(Cl)cc3)CC2)c2ccccc2O1 (stereo not given)
 : 12% | 1% | / | 5µM*[quencher] | / | ? | / | 2.2%
#47 COc1ccc(Cl)cc1Nc1ncnc2c1nc1n2CCCC1
 : -6% | -2% | / | -7% | / | -2% | / | -1.2%

Some of the compounds tested, so the mix of outcomes need not match the whole.
